TcdB GH inh = inhibitors of Clostridioides difficile toxin B glycohydrolase; inhibition, % at 9.99 µM; P18177; TcdB glycohydrolase enzymatic assay, plate reader; 350,000 tested, 0.24% active; in the data active = inhibition above about 10%
Target sequence (P18177 whole entry, looked up): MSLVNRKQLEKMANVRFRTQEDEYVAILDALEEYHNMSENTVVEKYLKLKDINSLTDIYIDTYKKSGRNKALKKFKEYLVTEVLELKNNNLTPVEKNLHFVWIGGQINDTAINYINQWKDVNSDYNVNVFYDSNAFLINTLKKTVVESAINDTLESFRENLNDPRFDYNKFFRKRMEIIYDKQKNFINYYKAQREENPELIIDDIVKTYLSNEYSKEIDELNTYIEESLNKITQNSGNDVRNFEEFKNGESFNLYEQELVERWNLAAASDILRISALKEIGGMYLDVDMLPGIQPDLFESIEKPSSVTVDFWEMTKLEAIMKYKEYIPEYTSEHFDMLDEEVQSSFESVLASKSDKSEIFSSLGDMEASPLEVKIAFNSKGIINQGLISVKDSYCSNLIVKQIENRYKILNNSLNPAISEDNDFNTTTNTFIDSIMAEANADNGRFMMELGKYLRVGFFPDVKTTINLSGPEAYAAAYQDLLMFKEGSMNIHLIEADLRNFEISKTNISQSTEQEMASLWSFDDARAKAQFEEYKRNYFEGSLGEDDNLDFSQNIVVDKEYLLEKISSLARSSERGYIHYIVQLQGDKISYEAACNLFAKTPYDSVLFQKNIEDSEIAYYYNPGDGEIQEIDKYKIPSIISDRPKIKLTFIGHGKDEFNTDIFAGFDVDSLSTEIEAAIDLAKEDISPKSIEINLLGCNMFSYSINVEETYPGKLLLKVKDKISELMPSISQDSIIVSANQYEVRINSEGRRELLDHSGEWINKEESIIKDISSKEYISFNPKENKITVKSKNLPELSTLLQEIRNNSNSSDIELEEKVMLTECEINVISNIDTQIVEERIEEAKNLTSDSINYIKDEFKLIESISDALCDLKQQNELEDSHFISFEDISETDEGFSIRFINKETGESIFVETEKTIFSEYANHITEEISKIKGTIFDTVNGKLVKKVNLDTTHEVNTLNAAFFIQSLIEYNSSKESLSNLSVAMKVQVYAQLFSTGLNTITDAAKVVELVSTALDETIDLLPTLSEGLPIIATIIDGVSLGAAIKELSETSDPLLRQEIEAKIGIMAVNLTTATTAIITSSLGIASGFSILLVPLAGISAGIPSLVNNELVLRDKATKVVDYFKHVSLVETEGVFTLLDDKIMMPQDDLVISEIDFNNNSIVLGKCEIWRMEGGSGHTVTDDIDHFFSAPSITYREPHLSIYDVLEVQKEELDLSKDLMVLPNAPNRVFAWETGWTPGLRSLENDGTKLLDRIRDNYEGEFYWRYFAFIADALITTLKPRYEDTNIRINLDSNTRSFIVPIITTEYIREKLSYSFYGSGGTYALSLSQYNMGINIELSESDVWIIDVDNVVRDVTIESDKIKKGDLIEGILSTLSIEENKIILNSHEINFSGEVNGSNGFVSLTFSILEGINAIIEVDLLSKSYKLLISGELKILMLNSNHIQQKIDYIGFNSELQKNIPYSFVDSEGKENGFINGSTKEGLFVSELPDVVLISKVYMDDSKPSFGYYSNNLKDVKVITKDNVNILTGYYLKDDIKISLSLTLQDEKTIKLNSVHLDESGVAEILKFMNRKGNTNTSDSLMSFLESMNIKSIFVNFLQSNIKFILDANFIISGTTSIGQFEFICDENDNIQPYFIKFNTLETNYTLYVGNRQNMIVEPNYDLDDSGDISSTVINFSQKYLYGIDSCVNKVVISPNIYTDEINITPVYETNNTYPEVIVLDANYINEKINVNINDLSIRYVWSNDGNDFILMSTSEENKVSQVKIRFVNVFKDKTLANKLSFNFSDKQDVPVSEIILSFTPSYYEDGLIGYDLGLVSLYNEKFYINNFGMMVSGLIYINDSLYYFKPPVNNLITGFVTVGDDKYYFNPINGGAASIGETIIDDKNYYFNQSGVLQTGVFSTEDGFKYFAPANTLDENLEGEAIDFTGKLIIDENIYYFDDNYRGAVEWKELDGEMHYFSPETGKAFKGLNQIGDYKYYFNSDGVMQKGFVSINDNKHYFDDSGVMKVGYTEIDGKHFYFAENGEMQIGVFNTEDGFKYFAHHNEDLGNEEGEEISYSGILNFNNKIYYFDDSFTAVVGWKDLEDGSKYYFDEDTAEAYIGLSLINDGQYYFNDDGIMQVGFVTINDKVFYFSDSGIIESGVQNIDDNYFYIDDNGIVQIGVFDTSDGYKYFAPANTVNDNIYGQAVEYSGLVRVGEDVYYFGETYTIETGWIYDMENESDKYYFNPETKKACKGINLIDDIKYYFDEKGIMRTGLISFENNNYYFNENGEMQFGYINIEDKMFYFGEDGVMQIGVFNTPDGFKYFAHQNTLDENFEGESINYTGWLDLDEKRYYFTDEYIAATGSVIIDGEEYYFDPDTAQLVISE
An asterisk follows results filed as active. An excerpt; rates above refer to the full screens.

The first three records, to show the layout:
canonical_smiles	TcdB GH inh
CCC(=O)N(C)C[C@@H]1Oc2ncc(C#C[C@H](C)O)cc2C(=O)N([C@@H](C)CO)C[C@H]1C	0.0
COc1ccc(NC(=O)Nc2ccc3c(c2)C(=O)N([C@H](C)CO)C[C@H](C)[C@H](CN(C)S(C)(=O)=O)O3)cc1	0.6
CCCNC(=O)[C@@H]1[C@@H](CO)[C@@H]2Cn3c(ccc(C4=CCCCC4)c3=O)[C@@H]2N1Cc1ccccc1F	-1.3

Results, from the first entry:
canonical_smiles	TcdB GH inh
CCC(=O)N(C)C[C@@H]1Oc2ncc(C#C[C@H](C)O)cc2C(=O)N([C@@H](C)CO)C[C@H]1C	0.0
COc1ccc(NC(=O)Nc2ccc3c(c2)C(=O)N([C@H](C)CO)C[C@H](C)[C@H](CN(C)S(C)(=O)=O)O3)cc1	0.6
CCCNC(=O)[C@@H]1[C@@H](CO)[C@@H]2Cn3c(ccc(C4=CCCCC4)c3=O)[C@@H]2N1Cc1ccccc1F	-1.3
C[C@@H]1CN([C@H](C)CO)C(=O)c2cc(NS(=O)(=O)c3ccc(Cl)cc3)ccc2O[C@H]1CN(C)C(=O)Nc1ccc(F)cc1	0.0
O=C(O)C[C@H]1C[C@@H]2c3cc(NC(=O)c4ccc5c(c4)OCO5)ccc3O[C@@H]2[C@@H](CO)O1	0.5
O=C(CCN1CCCCC1)NCC[C@H]1CC[C@H](NC(=O)c2ccc(F)cc2)[C@@H](CO)O1	0.6
CC(C)NC(=O)N1C[C@H]2[C@@H](c3ccccc31)[C@@H](CO)N2C(=O)NC(C)C	0.0
C[C@@H]1CN([C@H](C)CO)C(=O)c2cc(NC(=O)CCC(F)(F)F)ccc2O[C@@H](C)CCCCO[C@H]1CN(C)Cc1ccncc1	0.0
C[C@H]1CN([C@@H](C)CO)C(=O)c2cccc(NS(=O)(=O)c3ccc(F)cc3)c2O[C@H]1CN(C)C(=O)Nc1ccccc1	0.6
CC(C)c1cn(CC[C@H]2CC[C@@H](NS(=O)(=O)c3ccccc3)[C@@H](CO)O2)nn1	-0.2
CC(C)NC(=O)N1CCCCN2[C@H](CO)[C@@H](c3ccc(C#C[C@H](C)O)cc3)[C@H]2C1	0.2
C[C@@H]1CN([C@H](C)CO)C(=O)c2cc(N(C)C)ccc2O[C@H]1CN(C)S(=O)(=O)c1ccc(Cl)cc1	-1.2
CCCC(=O)N1CC2(CCN(C(=O)C3CC3)CC2)c2c(n(C)c3cc(OC)ccc23)[C@@H]1CO	0.8
Cc1cccc(S(=O)(=O)N2CCCCN3[C@H](CO)[C@H](c4ccc(-c5cccnc5)cc4)[C@@H]3C2)c1	-5.3
CO[C@@H](CN(C)C(=O)Nc1ccc(C(F)(F)F)cc1)[C@H](C)CN(Cc1ccccc1Cl)[C@H](C)CO	1.5
COc1ccc(NC(=O)N(C)C[C@@H]2Oc3ccc(NC(=O)Cn4cnnn4)cc3CC(=O)N([C@@H](C)CO)C[C@H]2C)cc1	0.3
C/C=C/c1ccc(C2[C@H]3CNC[C@@H]2N3Cc2ccc(OC)cc2)cc1 (stereo partly drawn)	-0.8
C[C@H]1CN([C@@H](C)CO)C(=O)c2cccc(N(C)C)c2O[C@@H]1CN(C)S(=O)(=O)c1ccccc1	0.4
C[C@H](CO)N1C[C@H](C)[C@H](CN(C)Cc2ccccc2)Oc2c(NS(C)(=O)=O)cccc2C1=O	-0.8
C[C@H](O)C#Cc1ccc([C@@H]2[C@H](CO)N3CCCCN(S(=O)(=O)c4ccccc4)C[C@@H]23)cc1	-1.1
C[C@@H]1CN([C@H](C)CO)S(=O)(=O)c2ccc(C#Cc3cccc(F)c3)cc2O[C@H]1CN(C)C	-0.1
C[C@H]1CN([C@@H](C)CO)C(=O)c2cc(NC(=O)Nc3ccc(C(F)(F)F)cc3)ccc2O[C@@H]1CN(C)Cc1ccc2c(c1)OCO2	0.3
Cc1noc(C)c1NC(=O)Nc1ccc2c(c1)C(=O)N([C@@H](C)CO)C[C@H](C)[C@@H](CN(C)C(=O)Nc1ccc(F)cc1)OCCCC[C@H](C)O2	-0.1
Cc1ccccc1S(=O)(=O)NCC[C@H]1CC[C@@H](NC(=O)C2CCCCC2)[C@H](CO)O1	0.1
CC(=O)N1[C@@H](CO)[C@H](c2ccccc2)[C@@H]1CN(CC1CCC1)C(=O)CN(C)C	1.0
COc1ccc(-c2ccccc2[C@@H]2[C@@H](C#N)N(C(=O)C3CC3)[C@H]2CO)cc1	0.0
O=C(Nc1ccc(F)cc1)N[C@H]1CC[C@H](CCn2cc(C3(O)CCCC3)nn2)O[C@@H]1CO	1.4
COc1ccc(CN2C[C@H](C)[C@@H](OC)CN(C)C(=O)c3ccc(NC(C)=O)cc3OC[C@@H]2C)cc1	0.3
C[C@H]1CCCCO[C@H](CN(C)C(=O)C2CCCCC2)[C@@H](C)CN([C@@H](C)CO)C(=O)c2cc(NS(=O)(=O)c3cccs3)ccc2O1	1.5
C[C@@H]1CN([C@H](C)CO)C(=O)c2cccc(NC(=O)Nc3ccc(F)cc3)c2O[C@@H]1CN(C)Cc1ccc(-c2ccccc2)cc1	0.0

Exported as labelled records: 4 of the compounds above
C[C@@H]1CN([C@H](C)CO)C(=O)c2cccc(NC(=O)Nc3ccc(F)cc3)c2O[C@@H]1CN(C)Cc1ccc(-c2ccccc2)cc1
  TcdB GH inh: 0.0

O=C(Nc1ccc(F)cc1)N[C@H]1CC[C@H](CCn2cc(C3(O)CCCC3)nn2)O[C@@H]1CO
  TcdB GH inh: 1.4

C[C@@H]1CN([C@H](C)CO)S(=O)(=O)c2ccc(C#Cc3cccc(F)c3)cc2O[C@H]1CN(C)C
  TcdB GH inh: -0.1

CC(=O)N1[C@@H](CO)[C@H](c2ccccc2)[C@@H]1CN(CC1CCC1)C(=O)CN(C)C
  TcdB GH inh: 1.0

The list continues:
canonical_smiles	TcdB GH inh
N#C[C@H]1[C@@H](c2ccccc2-c2ccc(F)cc2)[C@@H](CO)N1c1ncc(-c2ccccc2)s1	0.8
C/C=C/c1ccc2c(c1)O[C@@H](CN(C)C(=O)CC)[C@H](C)CN([C@@H](C)CO)S2(=O)=O	0.8
CC(C)NC(=O)N(C)C[C@H]1Oc2ncc(-c3ccccc3F)cc2C(=O)N([C@H](C)CO)C[C@H]1C	0.0
CC(C)NC(=O)Nc1ccc2c(c1)CC(=O)N([C@@H](C)CO)C[C@H](C)[C@H](CN(C)Cc1ccccc1)O2	-0.5
Cc1ccc(-c2ccc([C@@H]3[C@@H](CO)N4CCCCN(C(=O)Nc5ccccc5)C[C@@H]34)cc2)cc1	-0.1
O=C(C[C@H]1C[C@H]2c3cc(NC(=O)C4CCOCC4)ccc3O[C@H]2[C@H](CO)O1)NCc1cccnc1	0.2
N[C@@H]1CC[C@@H](CCn2cc(C3(O)CCCC3)nn2)O[C@H]1CO	-0.4
CC(=O)N1CCCCN2[C@@H](CO)[C@H](c3ccc(-c4cccc(C)c4)cc3)[C@@H]2C1	-0.3
C[C@@H]1CN([C@@H](C)CO)C(=O)c2cccc(NS(=O)(=O)c3cccs3)c2O[C@@H]1CN(C)C(=O)Nc1ccc(F)cc1	0.4
C[C@@H]1CN([C@H](C)CO)C(=O)c2cccc(NC(=O)NC3CCCCC3)c2O[C@@H]1CN(C)Cc1ccc(C(F)(F)F)cc1	0.6
COc1ccc(NC(=O)N(C)C[C@@H]2OCc3ccccc3-c3ccccc3C(=O)N([C@@H](C)CO)C[C@H]2C)cc1	0.5
CNC(=O)C[C@@H]1CC[C@H]2[C@@H](COC[C@@H](O)CN2C(=O)c2ccc3c(c2)OCO3)O1	0.6
C[C@@H]1CCCCO[C@H](CN(C)C(=O)Nc2ccc3c(c2)OCO3)[C@@H](C)CN([C@H](C)CO)C(=O)c2cc(NC(=O)C3CCCCC3)ccc2O1	0.3
O=C(C[C@H]1C[C@H]2c3cc(NS(=O)(=O)c4ccccc4)ccc3O[C@H]2[C@H](CO)O1)NCC(F)(F)F	0.5
CC(=O)N(C)C[C@@H]1Oc2ncc(C#Cc3ccccc3)cc2C(=O)N([C@H](C)CO)C[C@H]1C	-0.9
COC(=O)C[C@H]1CC[C@H]2[C@@H](COc3ccc(NC(=O)NCc4ccccc4)cc3C(=O)N2C)O1	0.6
C[C@@H]1CN([C@H](C)CO)C(=O)c2cc(NC(=O)CCCCCC(=O)Nc3ccccc3N)ccc2O[C@H]1CN(C)Cc1ccncc1	0.4
C[C@H](CO)N1C[C@H](C)[C@H](CN(C)Cc2ccc(C(F)(F)F)cc2)Oc2c(NS(=O)(=O)c3ccc(F)cc3)cccc2C1=O	0.5
C[C@@H]1CN([C@@H](C)CO)C(=O)c2cc(NS(=O)(=O)c3ccc(F)cc3)ccc2O[C@@H](C)CCCCO[C@H]1CN(C)S(=O)(=O)c1ccccc1	-7.5
C[C@@H]1CN([C@H](C)CO)C(=O)c2cc(N(C)C)ccc2O[C@@H]1CN(C)CC1CCCCC1	-5.8
Cc1ccc(S(=O)(=O)Nc2ccc3c(c2)C(=O)N([C@H](C)CO)C[C@H](C)[C@H](CN(C)S(=O)(=O)c2ccccc2)OCCCC[C@@H](C)O3)cc1	-1.2
COc1ccc(S(=O)(=O)N(C)C[C@@H]2Oc3ccc(NS(=O)(=O)c4ccc(F)cc4)cc3C(=O)N([C@@H](C)CO)C[C@H]2C)cc1	-0.6
CNC(=O)C[C@H]1CC[C@H]2[C@@H](COc3ccc(NC(=O)Nc4ccccc4OC)cc3C(=O)N2C)O1	-0.1
C[C@H]1CN([C@@H](C)CO)C(=O)c2cc(NC(=O)CCCCCC(=O)Nc3ccccc3N)ccc2O[C@H]1CN(C)S(=O)(=O)c1cccs1	-7.6
C[C@@H]1CN([C@@H](C)CO)C(=O)c2cc(C#Cc3ccccn3)cnc2O[C@@H]1CN(C)Cc1ccncc1	-0.5
C[C@@H]1CN([C@H](C)CO)C(=O)c2cccc(NS(=O)(=O)c3cn(C)cn3)c2O[C@@H]1CN(C)C(=O)Nc1ccc2c(c1)OCO2	-1.4
CCc1nc(N2[C@H](C#N)[C@H](c3ccccc3-c3ccccc3F)[C@@H]2CO)sc1C	1.0
COc1ccc(NC(=O)N(C)C[C@H]2OCc3cnnn3CCCC(=O)N([C@H](C)CO)C[C@H]2C)cc1	-1.2
COc1ccc(CN(C)C[C@@H]2OCCCC[C@@H](C)Oc3ccc(NC(=O)C4CCCCC4)cc3C(=O)N([C@H](C)CO)C[C@@H]2C)cc1	-10.0
C[C@H]1CN([C@@H](C)CO)C(=O)Cc2cc(NC(=O)NC3CCCCC3)ccc2O[C@@H]1CN(C)C(=O)Nc1cccc2ccccc12	-0.5

Going on with the list:
molecule	TcdB GH inh
C[C@H](CO)N1C[C@H](C)[C@@H](CN(C)S(=O)(=O)c2ccccc2)Oc2ncc(-c3ccncc3)cc2C1=O	0.8
C[C@@H]1CN([C@H](C)CO)C(=O)c2cc(NC(=O)Nc3ccc(F)cc3)ccc2O[C@@H](C)CCCCO[C@@H]1CN(C)S(=O)(=O)c1cn(C)cn1	-1.1
C[C@H](CO)N1C[C@H](C)[C@H](CN(C)S(=O)(=O)c2cccs2)Oc2ccc(N(C)C)cc2C1=O	-3.9
C[C@H]1CN([C@@H](C)CO)C(=O)Cc2cc(NC(=O)Nc3ccc4c(c3)OCO4)ccc2O[C@@H]1CN(C)CC1CC1	0.3
CC(C)CC#Cc1cnc2c(c1)C(=O)N([C@H](C)CO)C[C@H](C)[C@@H](CN(C)Cc1ccccc1C(=O)O)O2	-0.1
O=C(C[C@@H]1CC[C@H]2[C@@H](COC[C@H](O)CN2C(=O)c2ccc3c(c2)OCO3)O1)NCCN1CCCCC1	-0.4
CCS(=O)(=O)Nc1ccc2c(c1)C(=O)N(C)[C@H]1CC[C@@H](CC(=O)N3CCOCC3)O[C@@H]1CO2	-1.0
C[C@H](CO)N1C[C@H](C)[C@@H](CN(C)C(=O)C2CC2)OCc2ccccc2-c2ccccc2C1=O	0.8
C[C@H]1CCCCO[C@@H](CN(C)C)[C@@H](C)CN([C@@H](C)CO)C(=O)c2cc(NC(=O)NC3CCCCC3)ccc2O1	0.5
CCS(=O)(=O)Nc1ccc2c(c1)C(=O)N(C)C[C@@H](OC)[C@H](C)CN(CC1CCCCC1)[C@H](C)CO2	-0.2
Cc1noc(C)c1NC(=O)Nc1ccc2c(c1)CC(=O)N([C@@H](C)CO)C[C@@H](C)[C@H](CN(C)S(=O)(=O)c1ccccc1)O2	-6.7
COc1ccc(NC(=O)Nc2ccc3c(c2)C(=O)N([C@H](C)CO)C[C@H](C)[C@H](CN(C)Cc2ccncc2)O3)cc1	0.3
CC(=O)N(C)C[C@H]1Oc2ncc(C#CCc3ccccc3)cc2C(=O)N([C@H](C)CO)C[C@H]1C	-1.1
COCC(=O)Nc1ccc2c(c1)[C@@H]1C[C@@H](CC(=O)N3CCc4ccccc4C3)O[C@@H](CO)[C@@H]1O2	-1.5
C[C@H](CO)N1C[C@H](C)[C@H](CN(C)S(=O)(=O)c2ccc(Cl)cc2)Oc2ccc(NC(=O)Cc3ccccc3)cc2C1=O	0.2
COc1cccc(CNC(=O)C[C@H]2CC[C@H](NC(C)=O)[C@H](CO)O2)c1	-1.5
COc1cccc(S(=O)(=O)Nc2ccc3c(c2)[C@H]2C[C@@H](CC(=O)N(C)C)O[C@@H](CO)[C@H]2O3)c1	-2.5
CO[C@@H]1CN(C)C(=O)c2cc(NS(=O)(=O)c3ccccc3C)ccc2OC[C@@H](C)N(S(C)(=O)=O)C[C@@H]1C	0.3
Cc1ccc(S(=O)(=O)N(C)C[C@@H]2Oc3ccc(NS(=O)(=O)c4ccccc4)cc3C(=O)N([C@@H](C)CO)C[C@@H]2C)cc1	-0.5
C[C@@H]1CCCCO[C@H](CN(C)C(=O)C2CCCCC2)[C@@H](C)CN([C@H](C)CO)C(=O)c2cc(NC(=O)Nc3ccc(F)cc3)ccc2O1	-0.5

Source: PubChem BioAssay (Broad Institute)
